# T cell HTS – modulators of CD8 T cell-vesicle binding, primary screen, mouse 2C CD8+ T cells, flow cytometry. 2C CD8+ T cell-vesicle binding; stronger effect = lower value. calls only at 7 µM. 0.068% of 330,000 active. AID 2052, 2009;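 active means response, share of CD8 T cells binding vesicles, and their 90th percentile fluorescence all below set limits, cut at about 80% in these data, passing the limit was not always enough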
#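 Assay system – 2C mouse CD8+ T cells · Also added – QL9-loaded Drosophila micro-vesicles · Timing – Cell–vesicle co-incubation 1.5 h at 37 °C, staining 20 min on ice · Signal – flow cytometry of vesicle-bound cells · Measure – percent CD8+ FL2 mean versus row control · Controls – Peptide-free naked vesicles (low) and QL9 vesicles with 0.7% DMSO vehicle (high)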
# West Nile antiviral – West Nile virus antiviral activity, cell-based, CPE readout (AID 1621); West Nile virus-infected cells, CPE inhibition; higher % means a stronger effect; one-dose CPE inhibition, % at 10 µM; IC50 in µM for titrated hits; 0.02% of 290,000 active; in the data active means a potency from the dose series; further: strong numbers were not always called active
# MT stabilize HCS – microtubule stabilizers in HeLa cells, primary screen, imaging, high-content imaging. % tubulin-high responders, % at 10 µM. 0.83% of 200,000 active. HeLa tubulin immunostaining HCS, 24 h; share of cells brighter than vehicle mean+2SD. AID 2205, 2009;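 active means plate Z-score above 3 for both tubulin-high and condensed-nucleus cell shares, with cell loss under 80%, at 10 µM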;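 further: anti alpha tubulin signal scored within the nucleus-defined area of each cell; some results filed as inactive read as strong as hits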
# bCat nuc transl – modulators of beta-catenin nuclear translocation, primary screen, imaging, HeLa cells, immunofluorescence, high-content; nuclear translocation activity, % at 5 µM; 0.3% of 190,000 active; AID 1665, 2009;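 active means nuclear translocation activity above 50% at 5 µM, with a well cell count of 50 or more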;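 further: per-cell ratio of nuclear to cytoplasmic median beta-catenin stain intensity; plate controls were DMSO negative control for no effect and GSK-3 inhibitor IX positive control for full effect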
#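 assay system = human HeLa cells, endogenous beta-catenin | times = compound treatment 24 h, 37°C, 5% CO2 | detection = Anti-beta-catenin immunofluorescence on PFA-fixed, Triton-permeabilized cells, DAPI nuclei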
# Myeloid diff MLP – induction of myeloid progenitor differentiation, primary screen, cell-based, flow cytometry, MLPCN library. 1% of 360,000 active. ER-HoxA9 myeloid progenitors, lysozyme-GFP differentiation. calls only at 10 µM;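 active means normalized GFP-positive differentiation at or above the plate's own cutoff, the solvent-only control mean plus 3 SD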;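 further: cells exposed to compound for four days before flow analysis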
# WT yeast gro inh – growth inhibition of WT strain, primary screen, mitochondrial fusion inhibitor project, WT and mutant strains, chemical genetic. mitochondrial fusion phenotypic screen. inhibition, % at 10 µM. 2.1% of 190,000 active. AID 1362, 2008; in the data active means inhibition above about 58%; tested in S. cerevisiae
# Autophagy mod – autophagy modulators in MEF cells, primary screen, imaging, high-content, MEF GFP-LC3 | MEF GFP-LC3 puncta imaging; test concentration mostly 10 µM | calls only at 10 µM (by protocol) | 0.98% of 190,000 active;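 active means percentage of spot-positive cells more than 3 SD above its plate mean, without a fluorescence outlier flag or 80% toxicity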;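 further: spot-positive cell cutoff set from DMSO-treated cells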
# Ins promoter up – insulin promoter activators in MIN6 cells, imaging, high-content screening, mouse beta cells. z-score at 5 µM. MIN6 insulin promoter-GFP reporter; stronger effect = higher value. 0.3% of 190,000 active. AID 1625, 2009;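 active means z-score above 3 at 5 µM with at least 500 cells counted in the well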
# Lipid droplet – inhibitors of hepatocyte lipid droplet formation, primary screen, imaging, high-throughput imaging, BODIPY stain; AML12 mouse hepatocytes, oleate lipid droplets; inhibition, % at 6.5 µM; 0.4% of 240,000 active;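 active means lipid droplet intensity inhibited by at least 50%, with more than 500 cells counted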
#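 Material – AML12 mouse liver cells · Also added – oleate loading, 100 µM · Compound dosing – 6.5 µM single-point dosing · Times – overnight treatment with compound plus oleate · Measured by – fluorescence imaging, 20x objective, two fields per well · Read-out – percent inhibition of filter-corrected integrated lipid droplet intensity per well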
# WT yeast gro inh mutant strain – recorded beside WT yeast gro inh, whose call it bears; inhibition, %; mitochondrial fusion phenotypic screen, mutant strain inhibition
# Ins promoter up cell count – further read-out of Ins promoter up, marked with its call; cell count; measured here: cytotoxicity, nuclei count;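 total cells summed across four imaged fields per well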
# Lipid droplet cells 6.5 µM – recorded beside Lipid droplet, whose call it bears; cell count; measured here: cell count, cytotoxicity flag;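 cells counted across two imaged fields per well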
# bCat nuc transl cell count 5 µM – second read-out of bCat nuc transl, no call of its own (marks repeat the call); cell count; measured here: cell count, cytotoxicity flag
# T cell HTS vesicle-bound % – further read-out of T cell HTS, marked with its call; double positive events, %; measured here: CD8+ vesicle-bound cell fraction;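 binding gate set so that unloaded-vesicle control wells show 10% double positive cells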
# MT stabilize HCS Hoechst-high % – second read-out of MT stabilize HCS, no call of its own (marks repeat the call); % Hoechst-high responders; measured here: nuclear condensation Hoechst responders;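 share of cells brighter than vehicle mean plus two SD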
# MT stabilize HCS cytotoxicity % – further read-out of MT stabilize HCS, marked with its call; toxicity, %; measured here: cytotoxicity by cell density;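 0% = mean cell density of plate MIN control wells and 100% = no cells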
# Autophagy mod cell loss 18 h – also measured in Autophagy mod; calls as there; toxicity, %; measured here: cell loss, nuclei count;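 cell loss after 18 h compound exposure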
# Myeloid diff MLP GFP+ MAC1+ % – recorded beside Myeloid diff MLP, whose call it bears; GFP+ MAC1+ double positive, %; measured here: differentiation confirmed by MAC1 staining
# An asterisk follows results filed as active; i = inactive; / = not tested or not shown; + = active, no number. Compounds as they come, and some 3.9% of all compounds hit somewhere here.
SMILES,T cell HTS,T cell HTS vesicle-bound %,West Nile antiviral,MT stabilize HCS,MT stabilize HCS Hoechst-high %,MT stabilize HCS cytotoxicity %,bCat nuc transl,bCat nuc transl cell count 5 µM,Myeloid diff MLP,Myeloid diff MLP GFP+ MAC1+ %,WT yeast gro inh,WT yeast gro inh mutant strain,Autophagy mod,Autophagy mod cell loss 18 h,Ins promoter up,Ins promoter up cell count,Lipid droplet,Lipid droplet cells 6.5 µM
CC1(C)CC(=O)C2=C(C1)OC(N)=C(C#N)C2c1cn(-c2ccccc2)nc1-c1ccc(F)cc1 (stereo not drawn),i,49,-0.5%,5.8,3.5,0.9,-1.5,1159,i,0.4,-1,-6,+,46*,-0.4,1441,-43,635
O=C(NN1CCOCC1)c1cn(-c2ccccc2)nc1-c1cccs1,i,13,0.1%,/,/,/,-1.1,1399,i,0.4,/,/,/,/,0.17,918,7,650
FC(F)Sc1ccc(NC(=S)NCc2ccccc2)cc1,i,59,0.1%,3.9,4.2,8.4,0.5,1059,i,0.9,60*,32*,i,1,-0.59,1188,4,692
CC1CCCCC1NC(=O)CSCC(=O)O (stereo not drawn),i,73,-0.8%,1.8,1.8,5.6,0.5,1138,i,0.6,-26,6,i,10,0.23,1371,-2,579
CC(SCC(=O)Nc1ccccc1)c1nc2ccccc2c(=O)[nH]1 (stereo not drawn),i,57,0.4%,/,/,/,/,/,i,0.7,/,/,/,/,/,/,-4,870
O=C(NCc1csc(-c2cccs2)n1)c1cccc(Cl)c1,i,18,-0.6%,/,/,/,-2.6,1107,i,0.5,/,/,/,/,0.51,1426,-8,688
Cc1ccc(-c2csc(N/N=C/c3ccco3)n2)cc1,i,60,-1.1%,2.9,1.7,10.0,0.6,1378,i,0.9,44,50,i,2,-0.74,1534,/,/
COc1ccc(OC)c(/C=C2\SC(=S)N(N3CCOCC3)C2=O)c1,i,21,-0.1%,/,/,/,0.2,1270,i,0.7,/,/,/,/,0.29,1368,1,722
COc1ccc(-c2nnc(NC(=O)c3ccc4c(c3)OCCO4)o2)cc1,i,6,0.3%,/,/,/,/,/,i,0.0,/,/,/,/,/,/,-10,779
O=C(Nc1cccc(F)c1)C1CCN(C(=O)c2ccc(Cl)cc2)CC1,i,53,-0.9%,2.2,1.9,4.7,6.5,460,i,0.3,22,8,i,17,0.71,1368,-2,555
O=C(CCn1c(=O)[nH]c2ccccc2c1=O)Nc1ccccc1,i,22,-0.3%,2.3,1.1,5.2,-3.2,956,i,0.5,18,11,i,-9,0.3,1577,/,/
O=C(CSc1ccc2nnc(-c3cccnc3)n2n1)Nc1cccc(F)c1,i,30,-0.8%,/,/,/,/,/,i,1.1,/,/,/,/,/,/,4,743
CC1CCCCC1NC(=O)COC(=O)c1ccc2ccccc2n1 (stereo not drawn),i,19,0.9%,3.1,2.0,7.4,-3.0,1165,i,0.1,-10,-3,i,9,0.96,1217,-4,734
CCOCCn1c(=NC(=O)c2ccc(S(=O)(=O)N3CCOCC3)cc2)sc2cc(S(N)(=O)=O)ccc21,i,70,0.1%,/,/,/,/,/,i,0.4,/,/,/,/,/,/,-1,799
O=C(O)c1[nH]c2ccccc2c1NS(=O)(=O)c1ccc(F)cc1,i,12,0.6%,/,/,/,/,/,i,0.5,/,/,/,/,/,/,-1,741
NC(=O)C1CCN(C(=O)C2CCC(=O)N(C3CCCCCC3)C2)CC1 (stereo not drawn),i,10,0.1%,/,/,/,/,/,i,0.8,/,/,/,/,/,/,14,836
CS(=O)(=O)/C(C#N)=C/c1cccn1S(=O)(=O)c1ccccc1,i,20,-0.1%,/,/,/,/,/,i,0.9,/,/,/,/,/,/,4,821
Nn1cc(-c2ccccc2)nc1SCC(=O)N1CCN(S(=O)(=O)c2ccccc2)CC1,i,62,-0.3%,3.7,1.1,13,1.5,976,i,0.8,-5,-12,i,-3,-0.02,1029,6,745
CCCCn1c(SCN2C(=O)c3ccccc3C2=O)nc2cc(S(N)(=O)=O)ccc21,/,/,-0.1%,3.3,2.0,1.0,-7.5,1060,i,0.7,-24,11,i,-9,0.13,1306,/,/
Cc1ccc(Cn2ccc(NC(=O)c3cc(-c4ccc5c(c4)OCO5)on3)n2)cc1,/,/,-0.2%,4.1,2.6,13,-5.4,884,i,7.4,5,16,i,7,0.7,1241,/,/
CC(=O)NS(=O)(=O)c1ccc(N/C(N)=N/c2nc(C)cc(C)n2)cc1,i,66,1.3%,/,/,/,/,/,i,0.6,/,/,/,/,/,/,1,838
Cc1ccc2oc(=O)c3cc(C(=O)NCCCN4CCCCCC4)sc3c2c1,i,11,1.6%,/,/,/,/,/,i,0.0,/,/,/,/,/,/,-7,740
CCOc1ccc(NC(=O)CN(C)c2ccc(S(=O)(=O)N3CCOCC3)cn2)cc1OCC,i,51,0.1%,1.7,1.2,9.6,0.8,1080,i,0.6,-3,13,i,-3,0.71,747,-9,790
O=C(NNC(=O)c1cccs1)c1ccc(S(=O)(=O)N2CCCCC2)cc1,i,40,0.8%,1.6,2.9,12,0.1,932,i,0.4,-7,-18,i,-6,/,/,17,567
COc1ccc(NC(=S)Nc2nc(CC(=O)Nc3ccccc3OC)cs2)cc1,i,23,0.8%,2.4,2.1,11,0.2,1406,i,0.7,14,-2,i,-18,0,1441,/,/

# A portion from further up, as a working copy:
SMILES,T cell HTS,T cell HTS vesicle-bound %,West Nile antiviral,MT stabilize HCS,MT stabilize HCS Hoechst-high %,MT stabilize HCS cytotoxicity %,bCat nuc transl,bCat nuc transl cell count 5 µM,Myeloid diff MLP,Myeloid diff MLP GFP+ MAC1+ %,WT yeast gro inh,WT yeast gro inh mutant strain,Autophagy mod,Autophagy mod cell loss 18 h,Ins promoter up,Ins promoter up cell count,Lipid droplet,Lipid droplet cells 6.5 µM
O=C(CSc1ccc2nnc(-c3cccnc3)n2n1)Nc1cccc(F)c1,i,30,-0.8%,/,/,/,/,/,i,1.1,/,/,/,/,/,/,4,743
CC1CCCCC1NC(=O)COC(=O)c1ccc2ccccc2n1 (stereo not drawn),i,19,0.9%,3.1,2.0,7.4,-3.0,1165,i,0.1,-10,-3,i,9,0.96,1217,-4,734
CCOCCn1c(=NC(=O)c2ccc(S(=O)(=O)N3CCOCC3)cc2)sc2cc(S(N)(=O)=O)ccc21,i,70,0.1%,/,/,/,/,/,i,0.4,/,/,/,/,/,/,-1,799

# Carrying on:
SMILES,T cell HTS,T cell HTS vesicle-bound %,West Nile antiviral,MT stabilize HCS,MT stabilize HCS Hoechst-high %,MT stabilize HCS cytotoxicity %,bCat nuc transl,bCat nuc transl cell count 5 µM,Myeloid diff MLP,Myeloid diff MLP GFP+ MAC1+ %,WT yeast gro inh,WT yeast gro inh mutant strain,Autophagy mod,Autophagy mod cell loss 18 h,Ins promoter up,Ins promoter up cell count,Lipid droplet,Lipid droplet cells 6.5 µM
S=C(Nc1ccc(Oc2ccccc2)cc1)N(CCCN1CCOCC1)Cc1ccccn1,i,67,-1.1%,4.0,1.6,19,-4.3,1070,+,1.1*,16,15,i,14,-1.1,1189,34,729
CCOc1ccc(NC(=S)NCc2ccco2)cc1,i,45,-0.7%,1.9,1.7,2.1,-1.6,1135,i,0.2,-16,-33,i,0,-0.38,1229,6,727
CCCCC12CN3CCN(CC(C3)/C1=N\NC(=O)c1ccccc1N)C2,i,40,-0.6%,3.5,1.5,1.7,0.7,998,i,2.5,-13,6,i,10,-0.48,1225,1,586
Cc1ccc(S(=O)(=O)N(CC(=O)O)Cc2ccco2)cc1,i,17,-0.1%,/,/,/,0.9,1278,i,0.4,/,/,/,/,0.22,991,-22,684
O=C(CN1C(=O)COc2ccc(Cl)cc21)Nc1ccc(N2CCOCC2)cc1,i,65,-0.4%,/,/,/,/,/,i,1.3,/,/,/,/,/,/,4,637
N/C(=N\OC(=O)CCCCCN1C(=O)c2ccccc2C1=O)c1ccccc1,i,9,-0.3%,1.7,1.7,2.3,1.4,958,i,8.4,1,3,i,-32,0.08,1755,0,626
CN1C2CCC1/C(=C\c1ccccc1F)C(=O)/C2=C/c1ccccc1F,i,0,-1.3%,3.5,2.6,7.7,-3.1,1148,i,5.7,-16,-9,i,-6,0.96,1337,-10,599
C/C(CC(=O)Nc1ccc(N(C)C)cc1)=N\NC(=O)c1ccccn1,i,27,0.1%,3.4,2.5,22,-3.2,971,i,0.6,4,27,i,17,-0.02,1309,/,/
Clc1ccc2nc(SCc3nnc(-c4ccccc4)o3)[nH]c2c1,i,29,/,1.9,3.2,17,-2.1,946,i,0.5,11,19,i,7,-0.02,1515,/,/
CC(C)NC(=O)NNC(=O)c1nn(-c2ccc(F)cc2)ccc1=O,i,36,0.3%,/,/,/,-1.1,1120,i,0.8,/,/,/,/,0.01,1372,-4,757
Cc1nnc2ccc(N3CCOCC3)nn12,i,15,0.0%,1.4,1.1,2.9,0.0,1201,i,0.7,20,-1,i,-8,0.43,975,0,798
COc1ccc(C(=O)ON=C2CCN(c3ccc([N+](=O)[O-])cc3)CC2)cc1,i,56,0.1%,2.2,1.0,5.4,0.3,1410,i,0.7,7,24,i,-2,0.1,1510,/,/
CCn1c(SCC(=O)NC(C)(C)C)nnc1-c1ccccn1,i,59,-0.1%,0.8,1.7,15,/,/,i,2.3,-5,-8,i,-5,1.9,653,-11,744
CC(C)(C)OC(=O)C1C(=O)CC(C)(O)C(C(=O)OC(C)(C)C)C1c1cccnc1 (stereo not drawn),i,40,-0.2%,2.2,1.5,5.2,/,/,i,0.5,-9,-11,i,4,0.03,950,10,814
COc1ccccc1N1CCN(C(=O)c2cccc3c(=O)c(C)c(-c4ccccc4)oc23)CC1,i,52,0.1%,4.3,2.9,6.1,-4.8,1146,i,0.2,43,-3,i,22,-0.65,1419,-24,599
